Bioassay records from PubChem BioAssay.
TDP1 inh – qHTS Assay for Inhibitors of Tyrosyl-DNA Phosphodiesterase (TDP1); recombinant TDP1, AlphaScreen DNA substrate cleavage; Potency, µM (titrated, usually from 130 µM), for the others: at the top dose activity change, negative = inhibition, usual class: inhibitors; 0.28% of 350,000 active; AID 485290, 2010; further: nearly all actives have a fitted effect of over 40% in size
Target sequence (Q9NUW8 whole entry, looked up): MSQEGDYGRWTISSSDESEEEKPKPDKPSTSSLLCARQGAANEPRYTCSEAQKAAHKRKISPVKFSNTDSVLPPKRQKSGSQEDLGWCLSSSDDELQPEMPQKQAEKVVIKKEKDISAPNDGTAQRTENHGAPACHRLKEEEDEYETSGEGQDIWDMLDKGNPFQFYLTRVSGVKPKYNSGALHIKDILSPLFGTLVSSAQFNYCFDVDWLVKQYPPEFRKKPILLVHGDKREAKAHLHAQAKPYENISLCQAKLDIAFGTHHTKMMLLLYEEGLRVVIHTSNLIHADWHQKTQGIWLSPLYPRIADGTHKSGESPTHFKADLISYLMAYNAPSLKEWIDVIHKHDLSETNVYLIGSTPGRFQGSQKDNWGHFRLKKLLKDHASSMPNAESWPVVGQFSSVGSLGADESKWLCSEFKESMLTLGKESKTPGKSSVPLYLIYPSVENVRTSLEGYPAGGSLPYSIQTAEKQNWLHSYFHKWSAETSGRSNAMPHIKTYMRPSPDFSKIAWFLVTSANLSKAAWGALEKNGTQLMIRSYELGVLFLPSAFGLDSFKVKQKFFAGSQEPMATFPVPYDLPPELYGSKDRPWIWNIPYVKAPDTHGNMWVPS
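Enzyme-compound mixtures sat 15 min at room temperature, followed by a 5 min reaction with 15 nM final substrate and 10 min with AlphaScreen beads. Recombinant human Tdp1 was used at 1 nM final.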
TDP1 cell CPT – qHTS for Inhibitors of human tyrosyl-DNA phosphodiesterase 1 (TDP1): qHTS in cells in presence of CPT; chicken DT40 Tdp1-/-;hTDP1 cells + 20 nM CPT, ATP luminescence, 48 h; Potency, µM (top dose mostly 46.2 µM), for the others: at the highest dose activity change, negative = growth inhibition, usual class: inhibitors; 12% of 420,000 active; further: nearly all actives have a fitted effect of over 55% in size
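Chicken DT40 Tdp1-/- cells complemented with human TDP1, 400 cells/well, exposed to compounds plus 20 nM camptothecin for at least 48 h at 37 C; viability read as ATP content by CellTiter-Glo luminescence.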
TDP1 cell noCPT – qHTS for Inhibitors of human tyrosyl-DNA phosphodiesterase 1 (TDP1): qHTS in cells in absence of CPT; 15% of 420,000 active; Potency, µM (titrated, usually from 46.2 µM), for the others: at the highest dose activity change, negative = growth inhibition, hits mostly inhibitors; DT40 Tdp1-/- hTDP1 cells, no CPT, ATP luminescence, 48 h; further: nearly all actives have a fitted effect of over 55% in size
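Seeded 400 DT40-hTDP1 cells/well (vehicle DMSO, no 20 nM CPT); pinned compounds; ≥48 hr at 37 °C; CellTiter-Glo luminescence as viability measure.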
Numbers without * were called inactive; & = joins results of further samples; [ ] = remark or other dose. The call rests on the fitted dose curve; in most records, active means well fitted curve in the direction sought with a large enough effect; inconclusive means small, poorly fitted or top-dose-only effect, or another doubt; inactive means no such curve, though single readings can be large; an effect the other way counts as inactive or inconclusive. On the % scale 0 is the no-effect control and ±100 the full control effect; potency means the concentration at half of the fitted maximal effect.

CC1CN(C(=S)NC(=O)c2ccc([N+](=O)[O-])cc2)CC(C)O1 (stereo not given) was read as TDP1 inh 3%, TDP1 cell CPT 6% and TDP1 cell noCPT 1%.
For O=C(NC(Cc1c[nH]c2ccccc12)c1nnc2n1CCCCC2)c1ccccc1Cl (stereo not given) the results were TDP1 inh 6%, TDP1 cell CPT -26% and TDP1 cell noCPT -15%.
Screening COc1cccc(C(=O)Nc2cc(Cl)c(O)c(Cl)c2)c1 returned TDP1 inh 1%, TDP1 cell CPT 0% and TDP1 cell noCPT 1%.
Screening CSc1c(C#N)c(N)c(C#N)c2c1COC(C)(C)C2 returned TDP1 inh 2%[56.1 µM], TDP1 cell CPT -28% and TDP1 cell noCPT -21%.
For CNC(=S)NCCc1ccccc1 the results were TDP1 cell CPT 18% and TDP1 cell noCPT 5%.
Screening CCc1cc2c(NCCC(=O)O)nc(C)nc2s1 returned TDP1 inh 5%, TDP1 cell CPT -4% and TDP1 cell noCPT -11%.
Nn1c(SCC(=O)NCC2CCCO2)nnc1-c1ccco1 (stereo not given) was read as TDP1 inh 0%, TDP1 cell CPT 17% and TDP1 cell noCPT -14%.
Screening N#CCC(=O)Nc1ccc(C(=O)Nc2cccc(S(=O)(=O)N3CCCC3)c2)cc1 returned TDP1 cell CPT -4% and TDP1 cell noCPT -6%.
For CC(C)CC1(C)NC(=O)N(CC(=O)NC(=O)Nc2ccc3c(c2)OCCO3)C1=O (stereo not given) the results were TDP1 inh 4%, TDP1 cell CPT -3% and TDP1 cell noCPT -19%.
For COC(=O)c1cc(OC)c(OC)cc1NC(=O)CCN1C(=O)C2CCCCC2C1=O (stereo not given) the results were TDP1 cell CPT 4% and TDP1 cell noCPT -3%.
`COc1cccc(C(=O)NCCS(=O)(=O)NC2CCCC2)c1` gave TDP1 cell CPT -6% and TDP1 cell noCPT -12%.
`Cc1nc2sc(C(c3cccs3)N3CC(C)CC(C)C3)c(O)n2n1` (stereo not given) gave TDP1 inh 3%, TDP1 cell CPT -22% and TDP1 cell noCPT -3%.
Cc1ccc(NC(=O)Nc2ccc3c(c2)OCO3)c(OC(F)F)c1 was read as TDP1 inh 7%[56.1 µM], TDP1 cell CPT -1% and TDP1 cell noCPT -14%.
`CC1(C)N=C(N)N=C(N)N1c1ccc(OCC(=O)N2CCOCC2)c(Cl)c1` gave TDP1 cell CPT 0.41µM* and TDP1 cell noCPT 0.37µM*.
CCN(CC)S(=O)(=O)c1cccc(C(=O)N/N=C(\C)c2cccs2)c1 was read as TDP1 inh 8%, TDP1 cell CPT -17% and TDP1 cell noCPT -25%.
For O=C(NC(c1ccccc1)c1ccc2ccccc2n1)C1CCN(CCOc2ccc(Cl)cc2)CC1 (stereo not given) the results were TDP1 cell CPT 23µM* and TDP1 cell noCPT 16µM*.
`O=C(COc1ccccc1)Nc1nnc(S(=O)(=O)N2CCCC2)s1` gave TDP1 inh 10%&3%, TDP1 cell CPT -14%&-16% and TDP1 cell noCPT 19%&-1%.
O=C(C1=COCCO1)N1CCN(S(=O)(=O)c2cccc(F)c2)CC1 was read as TDP1 inh -1%, TDP1 cell CPT -3% and TDP1 cell noCPT -2%.
`CC(C)CCN(C(=O)c1csnn1)C(C(=O)NC1CCCC1)c1ccccc1` (stereo not given) gave TDP1 cell CPT -9% and TDP1 cell noCPT inconclusive.
For Nc1ccn(Cc2ccc(F)cc2)n1 the results were TDP1 inh 0%, TDP1 cell CPT -1% and TDP1 cell noCPT 4%.
CCN(CC)CCNC(CC(=O)Nc1ccc(Cl)cc1Cl)C(=O)O (stereo not given) was read as TDP1 inh 2%, TDP1 cell CPT 26% and TDP1 cell noCPT -6%.
CN(C(=O)CCN1CCCO1)C1CCCN(Cc2ccccc2F)C1 (stereo not given) was read as TDP1 inh 0%, TDP1 cell CPT -14% and TDP1 cell noCPT 26%.
`FC(F)(F)c1nnc(Nc2ccc(Cl)cc2)s1` gave TDP1 cell CPT inconclusive and TDP1 cell noCPT inconclusive.
Screening COc1ccc(N2C(=O)CC(N3CCCC4CCCCC43)C2=O)cc1 (stereo not given) returned TDP1 inh -2%, TDP1 cell CPT -5% and TDP1 cell noCPT 3%.
O=C(CCCCn1c(=O)[nH]c2ccsc2c1=O)N1CCN(c2cccc(C(F)(F)F)c2)CC1 was read as TDP1 inh 6%, TDP1 cell CPT 12µM* and TDP1 cell noCPT 9.2µM*.
Screening COc1ccc(Cc2nnc(NC(=O)c3cc(OC)cc(OC)c3)s2)cc1 returned TDP1 cell CPT inconclusive and TDP1 cell noCPT inconclusive.
For O=C(Nc1ccc(CN2CCOCC2)cc1)c1ccc(Br)cc1 the results were TDP1 inh 2%, TDP1 cell CPT -3% and TDP1 cell noCPT 1%.
COc1ccc(Cl)cc1NC(=S)NN1CCOCC1 was read as TDP1 inh 0%, TDP1 cell CPT -7% and TDP1 cell noCPT 1%.
`Cc1cc(CN(C)C(=O)c2ccc(OC3CCN(CCc4ccccc4)CC3)cc2)on1` gave TDP1 inh 3%, TDP1 cell CPT inconclusive and TDP1 cell noCPT -9%.
For O=C(O)C1=C[C@H](c2csc3ccccc23)C[C@H](OCc2ccc(CO)cc2)O1 the results were TDP1 inh 6%, TDP1 cell CPT -1% and TDP1 cell noCPT 12%.
Screening CCOc1ccc(OCc2ccc(C(=O)N3N=C(C(F)F)CC3(O)C(F)F)o2)cc1 (stereo not given) returned TDP1 inh -2%, TDP1 cell CPT inconclusive and TDP1 cell noCPT inconclusive.
For COc1cc(OC)c(OC)cc1CN1CCN(Cc2ccc(SC)cc2)CC1 the results were TDP1 inh -2%, TDP1 cell CPT inconclusive and TDP1 cell noCPT 13µM*.
CC(C)CCN1CCN(Cc2cccc(-n3cccn3)c2)CC1CCO (stereo not given) was read as TDP1 inh 8%, TDP1 cell CPT -17% and TDP1 cell noCPT -12%.
CC1(C)Oc2ccc(C(=O)NC3CCCC3)cc2N(CC(=O)NC2CCCC2)C1=O was read as TDP1 inh 8%, TDP1 cell CPT -5% and TDP1 cell noCPT -6%.
`CCC(Sc1nc2c(sc3ccccc32)c(=O)n1CCCC(=O)NC1CCCC1)C(=O)Nc1cccc(OC)c1` (stereo not given) gave TDP1 inh 7%, TDP1 cell CPT -7% and TDP1 cell noCPT inconclusive.
`CCOC(=O)C1=C(C)N=C2SC(CC)C(=O)N2C1c1cccc(F)c1` (stereo not given) gave TDP1 inh 0%, TDP1 cell CPT 4% and TDP1 cell noCPT inconclusive.
Screening CCOC(=O)[C@H](O)[C@@H](O)c1cccc([C@H](O)[C@@H](O)C(=O)OCC)c1 returned TDP1 cell CPT -24% and TDP1 cell noCPT -9%.
`O=C(c1cnccn1)N1CCC2(CC1)CN(C(c1ccccc1)c1ccccc1)C2` gave TDP1 cell CPT 6% and TDP1 cell noCPT -13%.
COc1ccc(NC(=O)c2c[nH]c(=O)n(-c3ccc(C)c(C)c3)c2=O)cc1OC was read as TDP1 cell CPT 2% and TDP1 cell noCPT -10%.
`Nc1ccc(Cc2ccc(N)c(O)c2)cc1O` gave TDP1 inh -1%, TDP1 cell CPT 23µM* and TDP1 cell noCPT inconclusive.
Screening O=C(Nc1cccnc1)c1cccnc1Cl returned TDP1 inh 4%, TDP1 cell CPT 8% and TDP1 cell noCPT -2%.
`CCN(CC(=O)Nc1c(F)cccc1F)C(=O)CSC(=S)N1CCCC1` gave TDP1 inh 3%, TDP1 cell CPT -2% and TDP1 cell noCPT -5%.
Screening O=C(O)c1ccccc1NSc1ccccc1[N+](=O)[O-] returned TDP1 inh 8%, TDP1 cell CPT 9% and TDP1 cell noCPT -23%.
For CCOC(=O)c1ccccc1NC(=O)COC(=O)c1ccc(OCC(=O)N2CCOCC2)c(OCC)c1 the results were TDP1 cell CPT inconclusive and TDP1 cell noCPT inconclusive.
`COC(=O)C1=NNC2(c3ccc(C)cc3)C(=O)N(c3cccc(C)c3C)C(=O)C12` (stereo not given) gave TDP1 inh -1%, TDP1 cell CPT -9% and TDP1 cell noCPT 1%.
Cc1ccc(CSCC(=O)N(C)CC(=O)Nc2ccccc2C(F)(F)F)cc1 was read as TDP1 inh 2%, TDP1 cell CPT -15% and TDP1 cell noCPT inconclusive.
Screening CCCN(Cc1ccccc1)S(=O)(=O)c1ccc(N2C(=O)CCC2=O)cc1 returned TDP1 inh 5%, TDP1 cell CPT -20% and TDP1 cell noCPT -27%.
COc1ccc2c(c1)c1nnc(SC(C)C)nc1n2C was read as TDP1 cell CPT 2% and TDP1 cell noCPT inconclusive.
CC1=C(C2=C(C)C(C(C)C)C3=C(C(=O)C(O)C3O)C2O)C(O)C2=C(C(O)C(O)C2=O)C1C(C)C (stereo not given) was read as TDP1 inh 10%[56.1 µM], TDP1 cell CPT -9% and TDP1 cell noCPT -22%.

Molecules shown so far with a Cl atom, in the order listed:
For O=C(NC(Cc1c[nH]c2ccccc12)c1nnc2n1CCCCC2)c1ccccc1Cl (stereo not given) the results were TDP1 inh 6%, TDP1 cell CPT -26% and TDP1 cell noCPT -15%.
Screening COc1cccc(C(=O)Nc2cc(Cl)c(O)c(Cl)c2)c1 returned TDP1 inh 1%, TDP1 cell CPT 0% and TDP1 cell noCPT 1%.
`CC1(C)N=C(N)N=C(N)N1c1ccc(OCC(=O)N2CCOCC2)c(Cl)c1` gave TDP1 cell CPT 0.41µM* and TDP1 cell noCPT 0.37µM*.
For O=C(NC(c1ccccc1)c1ccc2ccccc2n1)C1CCN(CCOc2ccc(Cl)cc2)CC1 (stereo not given) the results were TDP1 cell CPT 23µM* and TDP1 cell noCPT 16µM*.
CCN(CC)CCNC(CC(=O)Nc1ccc(Cl)cc1Cl)C(=O)O (stereo not given) was read as TDP1 inh 2%, TDP1 cell CPT 26% and TDP1 cell noCPT -6%.
`FC(F)(F)c1nnc(Nc2ccc(Cl)cc2)s1` gave TDP1 cell CPT inconclusive and TDP1 cell noCPT inconclusive.
COc1ccc(Cl)cc1NC(=S)NN1CCOCC1 was read as TDP1 inh 0%, TDP1 cell CPT -7% and TDP1 cell noCPT 1%.
Screening O=C(Nc1cccnc1)c1cccnc1Cl returned TDP1 inh 4%, TDP1 cell CPT 8% and TDP1 cell noCPT -2%.
